# APOBEC3G inh = inhibitors of human APOBEC3G DNA deaminase; Q9HC16; recombinant A3G, ssDNA deamination FAM/TAMRA fluorescence; inhibition, % at 20 µM; hit rate 0.28% among 330,000;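 active = inhibition of at least 40% at 20 µM, with no more than 30% in the related APOBEC3A deaminase screen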;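 note: plate controls were DMSO wells with A3G for no effect and wells lacking A3G enzyme for full effect; some compounds called inactive have numbers as strong as hits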
# Target sequence (Q9HC16 whole entry, looked up): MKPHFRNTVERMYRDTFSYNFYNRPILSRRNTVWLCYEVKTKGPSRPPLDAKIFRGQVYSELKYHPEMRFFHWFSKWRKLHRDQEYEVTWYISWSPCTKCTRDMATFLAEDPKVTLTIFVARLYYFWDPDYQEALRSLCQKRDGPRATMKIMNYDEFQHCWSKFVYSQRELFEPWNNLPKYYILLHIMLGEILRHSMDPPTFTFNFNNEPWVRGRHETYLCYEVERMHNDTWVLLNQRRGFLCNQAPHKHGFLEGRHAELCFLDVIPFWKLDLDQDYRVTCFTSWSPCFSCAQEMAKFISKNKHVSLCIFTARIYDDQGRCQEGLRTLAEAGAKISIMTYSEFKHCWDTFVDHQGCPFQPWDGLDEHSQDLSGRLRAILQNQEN
# beta cell repl = inducers of beta-cell replication in MIN6 cells. MIN6 cells proliferation, ATPlite luminescence, 48 h; cells starved in 0.2% serum; 100% = growth in 10% serum. proliferation, % at 10 µM. hit rate 0.29% among 330,000. AID 2380;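 active = compounds whose signal lies at least 3.5 SD above the mean of all wells on their plate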;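 note: 0% = DMSO-treated cells in low-serum medium and 100% = 10% serum control; some compounds called inactive have numbers as strong as hits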
# mIAP act = mouse IAP activation; muIAP, CDP-Star luminescence, 30 min; hits give high values; 1 = vehicle-only enzyme signal, 0 = enzyme-free wells; activation factor at 10 µM; hit rate 0.24% among 330,000; AID 2805;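 active = activation factor of at least 2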; note: the source names both 10 and 20 µM as test concentration; values of inactives mirror those of a sister screen read the other way
#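 System: Mouse IAP enzyme | Also added: CDP-Star substrate | Dosing: Compounds dispensed in DMSO | Schedule: 30 min enzyme-substrate-compound incubation at room temperature | Technique: Chemiluminescence readout | Control set: DMSO-only wells and no-enzyme negative control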
# hIAP block = blocks human intestinal alkaline phosphatase | purified IAP, CDP-Star luminescence, 30 min | P09923 | inhibition, % at 10 µM | hit rate 0.12% among 330,000;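 active = inhibition reaching a set limit with compound at 10 µM in the primary screen, cut at about 35% in these data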;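 note: plate controls were DMSO wells with enzyme for no effect and no-enzyme buffer wells for full effect; values of inactives mirror those of a sister screen read the other way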
# Target sequence (P09923 whole entry, looked up): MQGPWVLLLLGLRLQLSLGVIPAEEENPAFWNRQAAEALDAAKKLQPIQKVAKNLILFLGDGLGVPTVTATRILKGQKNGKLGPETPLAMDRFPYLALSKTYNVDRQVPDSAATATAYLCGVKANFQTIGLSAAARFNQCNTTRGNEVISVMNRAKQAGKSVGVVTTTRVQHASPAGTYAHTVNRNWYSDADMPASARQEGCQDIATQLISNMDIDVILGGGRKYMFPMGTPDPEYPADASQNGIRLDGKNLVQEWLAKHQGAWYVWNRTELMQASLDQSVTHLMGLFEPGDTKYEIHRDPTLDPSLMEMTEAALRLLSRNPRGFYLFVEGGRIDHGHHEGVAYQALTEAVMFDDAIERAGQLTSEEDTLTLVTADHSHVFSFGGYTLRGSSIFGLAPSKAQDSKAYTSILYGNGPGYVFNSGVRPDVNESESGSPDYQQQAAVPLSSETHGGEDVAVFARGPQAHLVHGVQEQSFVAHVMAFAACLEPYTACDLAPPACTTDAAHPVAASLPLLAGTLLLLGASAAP
# hIAP act = human IAP activation; purified human IAP, CDP-Star luminescence, 30 min; hits give high values; 1 = vehicle-only enzyme, 0 = enzyme-free background; activation factor at 10 µM; hit rate 0.16% among 330,000;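 active = activation factor of the enzyme at least 2-fold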; note: the source names both 10 and 20 µM as test concentration; values of inactives mirror those of a sister screen read the other way
# mIAP inh = blocks mouse intestinal alkaline phosphatase; purified mouse IAP, CDP-Star luminescence, 30 min; hit rate 0.2% among 330,000; AID 2806; inhibition, % at 10 µM;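 active = inhibition of at least 40% at 10 µM in the primary screen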;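 note: plate controls were DMSO with enzyme for no effect and no enzyme wells for full effect; values of inactives mirror those of a sister screen read the other way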
# A3A deaminase = human APOBEC3A DNA deaminase inhibition; recombinant A3A, FAM/TAMRA ssDNA deamination fluorescence; inhibition, % at 20 µM; hit rate 0.41% among 330,000; AID 493011;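 active = at least 40% inhibition at 20 µM here, with at most 30% in a related deaminase screen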;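 note: plate controls were A3A with DMSO for no effect and wells lacking A3A enzyme for full effect; some results filed as inactive read as strong as hits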
# MPTP block = permeability transition pore inhibition. isolated mouse mitochondria, Ca2+ swelling absorbance, 30 min. inhibition, % at 10 µM. hit rate 1.4% among 360,000;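 active = inhibition of 50% or more, scaled per plate between neutral and stimulator controls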;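 note: 0% = DMSO wells given calcium and 100% = 1 mM EGTA wells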
# GRIN3A LBD mod = NR3A (human) ligand-binding domain modulation; NR3A LBD differential scanning fluorimetry, Tm shift; 0% = protein alone, 100% = glycine-bound protein; Tm shift relative to glycine control, % at 25 µM; hit rate 2.5% among 340,000;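 active = melting temperature shift of at least 10% of the positive control shift, at one fixed dose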
# Starred values were filed as active, the others as inactive; . = no result given.
# Start of the data: the first 15 compounds (preview)
nr	SMILES	APOBEC3G inh	beta cell repl	mIAP act	hIAP block	hIAP act	mIAP inh	A3A deaminase	MPTP block	GRIN3A LBD mod
1	O=C(NCc1ccco1)C(c1ccncc1)N(CCC1=CCCCC1)C(=O)Cn1nnc2ccccc21 (centres undefined)	-5	-2	1.2	2	0.98	-21	-5	-1.4	0
2	Cc1cc(Br)ccc1NC(=O)CN(C)C(=O)CN1C(=O)NC2(CCCC2)C1=O	7	-4	0.98	-4	1	2	25	-1.0	-2
3	COc1cc(C(=O)OCC(=O)c2cc(C)n(CC3CCCO3)c2C)ccc1OCC(=O)N1CCOCC1 (centres undefined)	-6	0	1	-5	1.1	0	2	1.0	1
4	Cc1cccc(COc2ccc(/C(O)=C3\C(=O)C(=O)N(CCN(C)C)C3c3ccncc3)cc2)c1 (centres undefined)	4	0	0.98	-8	1.1	2	8	-2.2	1
5	CCOc1ccc(C(=O)NCC(=O)N2CCN(C/C=C/c3ccccc3)CC2)cc1OCC	-2	-1	0.98	12	0.89	2	-1	-0.5	0
6	COc1ccc(CCn2c(SCC(=O)Nc3cc(C)on3)nc3ccsc3c2=O)cc1OC	-4	-1	1	5	0.95	-3	0	-1.0	-2
7	CC(C)CN1CCC(=O)N(CCSc2ccc(Br)cc2)CC1	0	1	0.93	-8	1.1	7	3	-0.1	3
8	CC/C(=N/NC(=O)CCC(=O)Nc1ccccc1OC)c1ccccc1	-2	-2	1	15	0.85	0	-3	-0.6	5
9	CCC1(c2ccc(C)cc2)NC(=O)N(CC(=O)Nc2cccc(S(=O)(=O)N3CCCC3)c2)C1=O (centres undefined)	-8	-2	1.2	0	1	-16	3	-0.6	-4
10	Cc1cc(C)n(C2CC(=O)N(c3ccccc3)C2=O)n1 (centres undefined)	-8	0	0.91	7	0.93	9	-3	-0.9	-2
11	Cc1cccc(C)c1NC(=O)CNC(=O)c1cncc(Br)c1	11	-5	1	-10	1.1	-1	-3	-0.2	0
12	Cc1nn(C)c(C)c1S(=O)(=O)N1CCC(C(=O)NC(C)c2ccccc2)CC1 (centres undefined)	-3	5	1	16	0.84	-3	0	-2.0	-3
13	CCOC(=O)c1cc(C#N)c(SCC(=O)Nc2ccc(C(C)=O)cc2)[nH]c1=O	-3	-4	0.91	13	0.87	9	-1	12	-2
14	Cc1n[nH]c(C)c1CN(C)C(=O)C1CCC(=O)N(CC2CCCCC2)C1 (centres undefined)	-6	-3	1.1	-21	1.2	-12	-5	-0.1	0
15	CNC(=O)CSc1nc(-c2ccccc2)c(-c2ccccc2)[nH]1	-1	4	0.99	23	0.77	1	0	0.9	-4

# All compounds of this part, previewed entries included:
nr	SMILES	APOBEC3G inh	beta cell repl	mIAP act	hIAP block	hIAP act	mIAP inh	A3A deaminase	MPTP block	GRIN3A LBD mod
1	O=C(NCc1ccco1)C(c1ccncc1)N(CCC1=CCCCC1)C(=O)Cn1nnc2ccccc21 (centres undefined)	-5	-2	1.2	2	0.98	-21	-5	-1.4	0
2	Cc1cc(Br)ccc1NC(=O)CN(C)C(=O)CN1C(=O)NC2(CCCC2)C1=O	7	-4	0.98	-4	1	2	25	-1.0	-2
3	COc1cc(C(=O)OCC(=O)c2cc(C)n(CC3CCCO3)c2C)ccc1OCC(=O)N1CCOCC1 (centres undefined)	-6	0	1	-5	1.1	0	2	1.0	1
4	Cc1cccc(COc2ccc(/C(O)=C3\C(=O)C(=O)N(CCN(C)C)C3c3ccncc3)cc2)c1 (centres undefined)	4	0	0.98	-8	1.1	2	8	-2.2	1
5	CCOc1ccc(C(=O)NCC(=O)N2CCN(C/C=C/c3ccccc3)CC2)cc1OCC	-2	-1	0.98	12	0.89	2	-1	-0.5	0
6	COc1ccc(CCn2c(SCC(=O)Nc3cc(C)on3)nc3ccsc3c2=O)cc1OC	-4	-1	1	5	0.95	-3	0	-1.0	-2
7	CC(C)CN1CCC(=O)N(CCSc2ccc(Br)cc2)CC1	0	1	0.93	-8	1.1	7	3	-0.1	3
8	CC/C(=N/NC(=O)CCC(=O)Nc1ccccc1OC)c1ccccc1	-2	-2	1	15	0.85	0	-3	-0.6	5
9	CCC1(c2ccc(C)cc2)NC(=O)N(CC(=O)Nc2cccc(S(=O)(=O)N3CCCC3)c2)C1=O (centres undefined)	-8	-2	1.2	0	1	-16	3	-0.6	-4
10	Cc1cc(C)n(C2CC(=O)N(c3ccccc3)C2=O)n1 (centres undefined)	-8	0	0.91	7	0.93	9	-3	-0.9	-2
11	Cc1cccc(C)c1NC(=O)CNC(=O)c1cncc(Br)c1	11	-5	1	-10	1.1	-1	-3	-0.2	0
12	Cc1nn(C)c(C)c1S(=O)(=O)N1CCC(C(=O)NC(C)c2ccccc2)CC1 (centres undefined)	-3	5	1	16	0.84	-3	0	-2.0	-3
13	CCOC(=O)c1cc(C#N)c(SCC(=O)Nc2ccc(C(C)=O)cc2)[nH]c1=O	-3	-4	0.91	13	0.87	9	-1	12	-2
14	Cc1n[nH]c(C)c1CN(C)C(=O)C1CCC(=O)N(CC2CCCCC2)C1 (centres undefined)	-6	-3	1.1	-21	1.2	-12	-5	-0.1	0
15	CNC(=O)CSc1nc(-c2ccccc2)c(-c2ccccc2)[nH]1	-1	4	0.99	23	0.77	1	0	0.9	-4
16	N/C(=N\NS(=O)(=O)c1ccc(Cl)cc1)c1ccccn1	-5	2	0.96	-1	1	4	-4	1.2	-1
17	COc1ccc(-c2csc(NC(=O)CN3C(=O)NC4(CCCC4)C3=O)n2)cc1OC	-6	-3	0.9	8	0.92	10	8	-0.2	2
18	COc1cc(/C=N/NC(=O)c2cccc(S(=O)(=O)N3CCCCC3)c2)cc(Br)c1O	-6	1	0.89	16	0.84	11	-3	0.1	0
19	O=S(=O)(NC1CCN(Cc2ccccc2)CC1)c1cccc2cccnc12	-8	-4	0.96	2	0.98	4	-9	-0.6	0
20	Cc1ccc(S(=O)(=O)NCC2CCC(C(=O)NCc3ccco3)CC2)cc1 (centres undefined)	4	0	0.95	-6	1.1	5	7	0.7	2
21	O=C(c1ccc(=O)oc1)N1CCN(C(c2ccccc2)c2ccccc2)CC1	-5	-2	0.89	26	0.73	12	7	-0.7	-1
22	CCc1ccc(NC(=O)C/C(C)=N/NC(=O)COc2ccc(C)cc2Br)cc1	3	-4	1	1	0.99	-4	2	2.9	-4
23	Cc1cc(NC(=O)CSc2ccc(F)cc2)no1	-1	-4	1.2	-10	1.1	-16	0	-1.4	0
24	COc1ccc(CN(C)C(=O)c2ccc(COc3ccccc3)cc2)c(OC)c1	-6	-4	0.97	-4	1	3	10	0.6	0
25	COc1ccc(C(=O)NCc2nnc(SCC(=O)NC3CCCCC3)o2)cc1	-2	-3	1	-19	1.2	0	-1	-0.9	-3
26	CC(C)(C)c1ccc(OCCC(=O)OCC(=O)NCc2ccccc2)cc1	-2	2	0.92	9	0.91	8	3	-0.1	2
27	CCN(CC)c1ccc(C(=O)c2cnc(/N=C/N(C)C)s2)cc1	-11	1	0.98	-4	1	2	6	-3.6	-2
28	O=C(c1cnn2c(C(F)F)cc(-c3ccccc3)nc12)N1CCc2ccccc2C1	-8	0	0.93	-24	1.2	7	-5	1.6	0
29	Cc1cccc(C)c1NC(=O)CCCN1CC(C)OC(C)C1 (centres undefined)	-4	-1	0.96	6	0.94	4	0	-2.1	1
30	Nc1ncc(-c2ccccc2)c(-c2ccc(OCc3ccccc3)cc2O)n1	-4	-6	0.82	10	0.9	18	1	2.6	-3
31	O=C(Nc1c(C(=O)N2CCN(c3ccccn3)CC2)oc2ccccc12)c1ccc([N+](=O)[O-])cc1	-1	-3	0.88	18	0.82	12	-5	-2.0	2
32	COCC(=O)N1CCC(Oc2ccc(C(=O)NC(C)c3nc(C)sc3C)cc2)CC1 (centres undefined)	-5	-1	1	-12	1.1	-1	-5	-4.0	2
33	Cc1n[nH]c(C)c1S(=O)(=O)N1CCCC(C(=O)N2CCN(c3ccc(Cl)cc3)CC2)C1 (centres undefined)	1	0	0.96	-16	1.2	4	0	1.4	2
34	O=C(O)[C@H](O)[C@@H](O)C(=O)O	2	0	0.97	-6	1.1	2	-3	-0.5	-1
35	CC(=O)Nc1ccc(/C(C)=N/Nc2nc(Nc3ccccc3)nc(N3CCOCC3)n2)cc1	-5	-5	0.85	8	0.92	15	-2	0.6	4
36	CCS(=O)(=O)N1CCN(c2ccc([N+](=O)[O-])c(NCC3CCCO3)c2)CC1 (centres undefined)	-4	-1	1.1	15	0.85	-7	-5	-0.2	1
37	CCN1CCN(C(=O)C2CCN(c3nnc(-n4c(C)ccc4C)s3)CC2)CC1	6	1	0.95	-6	1.1	5	0	-1.2	0
38	CC1CC(=O)Nc2ccccc2N1C(=O)Nc1ccccc1 (centres undefined)	-1	1	0.98	14	0.86	2	-1	-0.4	0
39	COC(=O)c1ccc2c(=O)n(Cc3ccc4c(c3)OCO4)c(SCC(=O)N3CCCC3)nc2c1	1	-3	0.94	14	0.86	6	6	.	-1
40	CSc1c(CC(=O)NCCO)n(C)c2ccccc12	-5	-1	1	-6	1.1	-4	-2	-1.1	-3
41	CCN1CCc2c(OCC(=O)Nc3cccc(C)c3C)cccc2C1=O	-5	-3	1.1	-22	1.2	-7	-6	.	.
42	CCCCCCC1CC(CCC(=O)Nc2ccc([N+](=O)[O-])cc2)C(=O)O1 (centres undefined)	-9	-1	0.9	5	0.95	10	-5	-2.0	0
43	O=C(Nc1nnc(-c2ccccc2F)s1)c1cccnc1	-3	-2	1.1	4	0.96	-13	-1	3.6	-1
44	CCCCOP(=O)(c1ccc(N(C)C)cc1)C(Nc1ccccc1)c1ccccc1 (centres undefined)	-4	0	1.1	1	0.99	-8	1	4.6	13*
45	Cc1ccc(NC(=O)CCC(=O)NNC(=O)COc2ccc([N+](=O)[O-])cc2)cc1C	0	7	0.96	-46	1.5	4	0	0.0	-1
46	CCOc1cc(C)c(Cl)cc1S(=O)(=O)N1CCCC1	-5	-1	1	13	0.87	-2	-2	0.5	0
47	CC1CCCCC1NC(=O)CN1CCC(O)(c2ccc(F)cc2)CC1 (centres undefined)	-6	-3	1	1	0.99	-1	-2	-0.9	0
48	COc1ccc(/C=N/Nc2cn[nH]c(=O)c2Cl)cc1	-6	2	1.1	-9	1.1	-8	-4	2.5	-1
49	CCOC(=O)c1cnc(-n2nc(C)cc2C)nc1NNc1nc(-c2ccccc2)cc(-c2ccccc2)n1	-1	-4	0.89	6	0.94	11	0	20	-1
50	O=c1c(/C=N\NS(=O)(=O)c2ccccc2)coc2ccc(Cl)cc12	-8	-3	1	14	0.86	-2	-2	1.1	-5
51	CCCCn1c2nc3ccccc3nc2c2c(=O)n(-c3ccccc3)cnc21	6	-2	1.1	10	0.9	-8	5	1.2	-2
52	COc1ccc(-c2cn3cccnc3n2)cc1NS(=O)(=O)c1ccccc1	-6	0	1	18	0.81	-3	-3	2.4	-16
53	CCOC(=O)C1C(=O)C(C(C)=O)C(=O)CC1CC(C)SCC (centres undefined)	-4	0	1.1	-3	1	-7	-4	-1.4	0
54	CN1C(=O)C(=O)/C(=C(/O)c2ccc(Br)cc2)C1c1ccc(F)cc1 (centres undefined)	-1	-2	0.93	5	0.95	7	-3	1.2	2
55	COC(=O)C1=C(C)NC=C([N+](=O)[O-])C1c1ccc(OC)cc1 (centres undefined)	-6	1	0.92	-7	1.1	8	-5	3.2	2
